# GAA spleen mod: lysosomal alpha-glucosidase (human) modulation; Potency, µM (series often up to 79.9 µM), without a hit: at the highest dose activity change, negative = inhibition, usual class: inhibitors; AID 2112; human spleen homogenate, 4-MU-alpha-glucoside fluorescence; 0.006% of 240,000 active;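 further: potency means the concentration at half of the fitted maximal effect; 0% = enzyme with vehicle and -100% = no enzyme basal signal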
#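 Compounds were titrated against alpha-glucosidase in spleen homogenate at pH 5.0, with 1 mM 4-methylumbelliferyl substrate for 40 min at 37 C. Reactions were quenched with pH 10 NaOH/glycine and fluorescence measured.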
# LMNA splice mod: LMNA splicing modulation. Potency, µM (doses to about 46.1 µM), for inactives: at the top dose ratio change, negative = inhibition, most hits filed as inhibitors. AID 1487. 0.01% of 200,000 active. HeLa LMNA splicing GFP/RFP minigene ratio, 48 h; active means well fitted inhibition curve with a large enough effect in the signal ratio, with a control signal flat, not every such curve was filed as active; inconclusive means small, poorly fitted or top-dose-only effect, or effect the other way, or a change in a side signal; the % refers to the signal ratio; further: potency means the concentration at half of the fitted maximal effect; on the % scale 0 is the no-effect control and ±100 the full control effect
#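 S3 HeLa stable clones carrying a lamin A-EGFP splicing minigene plus DsRed2 were seeded at 600 cells/well in Opti-MEM with 2% FBS, pin-dosed and incubated 48 h at 37°C. Acumen cytometry (488 nm) gave the GFP/RFP total-intensity ratio.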
# GAA inhib: inhibitors of human lysosomal alpha-glucosidase; purified human GAA, 4-MU-alpha-glucoside fluorescence; 0.005% of 200,000 active; P10253; Potency, µM (doses to about 76.9 µM), for the others: at the highest dose activity change, negative = inhibition, hits mostly inhibitors;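 further: potency means the concentration at half of the fitted maximal effect; plate controls were uninhibited enzyme wells for no effect and no-enzyme background for full effect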
#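 Human alpha-glucosidase, 4 nM, pre-mixed with test compounds before 400 uM 4-methylumbelliferyl substrate; 20 min room temperature at pH 5.0. Fluorescence read after pH 10 stop; AC50 values from Hill-equation fits.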
# HTT aggregate: inhibitors of mutant huntingtin aggregate formation in PC12 cells. 1.1% of 220,000 active. Potency, µM (top dose mostly 46.1 µM), inactives show at the top dose activity change, negative = inhibition, usual class: inhibitors. PC12 HttQ103-GFP aggregates, Acumen cytometry, 40 h. AID 1688; further: potency means the concentration at half of the fitted maximal effect; on the % scale 0 is the no-effect control and ±100 the full control effect; nearly all actives have a fitted effect of over 60% in size
#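 Multiplexed with ATP-based cell death, this channel scores GFP aggregates in PC12 cells expressing inducible HTTex1-Q103-GFP. Induction used 100 nM tebufenozide; compounds were tested in concentration series.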
# CBFb RUNX1 block: inhibitors of human CBF-beta and RUNX1 interaction; AlphaScreen CBFb-His/RUNX1-biotin binding, biochemical; Potency, µM (top dose mostly 59.8 µM), without a hit: top-dose activity, negative = inhibition, most hits filed as inhibitors; 230,000 tested, under 10 active; AID 1477; further: % of control where 0% means no effect
# Target sequence (Q01196 whole entry, looked up): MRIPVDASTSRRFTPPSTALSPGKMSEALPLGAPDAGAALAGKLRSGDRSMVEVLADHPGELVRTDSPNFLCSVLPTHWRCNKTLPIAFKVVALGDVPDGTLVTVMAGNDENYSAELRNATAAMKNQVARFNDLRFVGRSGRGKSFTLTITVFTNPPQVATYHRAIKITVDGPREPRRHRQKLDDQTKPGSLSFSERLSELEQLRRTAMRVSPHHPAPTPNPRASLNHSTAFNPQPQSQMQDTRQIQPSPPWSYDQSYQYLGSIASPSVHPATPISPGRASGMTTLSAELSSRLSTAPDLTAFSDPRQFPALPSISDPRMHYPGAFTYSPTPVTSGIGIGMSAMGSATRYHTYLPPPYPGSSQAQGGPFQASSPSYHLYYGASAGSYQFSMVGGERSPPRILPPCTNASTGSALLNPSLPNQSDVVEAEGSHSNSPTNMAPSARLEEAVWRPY
# Target sequence (Q13951 whole entry, looked up): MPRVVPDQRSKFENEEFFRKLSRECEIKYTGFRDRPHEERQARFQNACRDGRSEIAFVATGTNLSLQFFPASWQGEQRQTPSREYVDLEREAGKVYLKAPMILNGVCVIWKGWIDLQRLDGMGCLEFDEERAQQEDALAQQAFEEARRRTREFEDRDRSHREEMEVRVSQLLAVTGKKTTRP
#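 AlphaScreen proximity signal reports loss of binding between His-tagged CBF-beta and biotin-labelled RUNX1, each at 30 nM. Proteins are pre-associated for 20 minutes, compounds added for 15 minutes, then beads for 90 minutes, all at ambient temperature.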
# GAA glycogen: inhibitors or activators of human alpha-glucosidase glycogen cleavage; P10253; recombinant GAA, glycogen substrate, Amplex Red glucose oxidase fluorescence; Potency, µM (series often up to 76.4 µM), inactives show at the highest dose activity change, negative = inhibition, usual class: inhibitors; 0.38% of 300,000 active; AID 2100;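 further: potency means the concentration at half of the fitted maximal effect; 0% = full enzyme reaction and -100% = no-enzyme basal signal; the screen sought inhibitors and activators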
#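 Recombinant human enzyme (4 nM); glycogen substrate; 37 C, 40 min, pH 5.0. Readout: coupled glucose oxidase/Amplex Red fluorescence.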
# HTT ATP protect: cytoprotection in Huntington HTT-Q103 PC12 cell model. PC12 HTT-Q103 induced, cytoprotection, ATP luminescence, 40 h. Potency, µM (highest dose often 56.4 µM), inactives show cytoprotection (ATP increase), hits mostly activators. 0.14% of 230,000 active. AID 1471;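 further: potency means the concentration at half of the fitted maximal effect; % of control where 0% means no effect; nearly all actives have a fitted effect of over 45% in size; toxic huntingtin expression switched on by the ecdysone agonist tebufenozide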
#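 Cells were plated at 1500 per well in phenol red-free DMEM with 5% equine and 5% calf serum. Tebufenozide (100 nM final) and compounds were added, then ATPlite reagent, and luminescence was read.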
# An asterisk follows results filed as active; ? = inconclusive; . = not tested or not shown; [ ] = another dose, or the depositor's remark. Unless noted, the call rests on the fitted dose curve; in most records, active means well fitted curve in the direction sought with a large enough effect; inconclusive means small, poorly fitted or top-dose-only effect, or another doubt; inactive means no such curve, though single readings can be large; an effect the other way counts as inactive or inconclusive.
no.	Compound	HTT aggregate	HTT ATP protect	GAA inhib	GAA glycogen	CBFb RUNX1 block	GAA spleen mod	LMNA splice mod
1	COC(=O)COc1cccc(NC(=O)c2cccs2)c1	-1%	-23%[0.074 µM]	-1%	4%	9%	-25%	-4%
2	COc1cccc(C(=O)N(Cc2nc(-c3ccc(C)cc3)no2)C(C)C)c1	-2%	17%[0.074 µM]	-3%	-8%	11%	-3%	?
3	O/N=C\c1cccn1-c1nccs1	-19%	17%[10 µM]	2%	-10%	9%	1%	?
4	O=C(Nc1cc([N+](=O)[O-])ccc1F)c1cccs1	-13%	23%[10 µM]	0%	-9%	3%	4%	2%
5	Cc1cc(C)nc(-n2nc(C)cc2NC(=O)c2cccc(S(=O)(=O)N3CCOCC3)c2)n1	-3%	-22%	0%	6%	1%	5%	-2%
6	COc1ccc(-c2noc(CCC(=O)N3CCN(c4cc(C)ccc4C)CC3)n2)cc1	?	-2%	-5%	-4%	5%	-8%	?
7	COc1ccc2c(=O)c(-c3cnn(-c4ccccc4)c3)c(C)oc2c1	?	-30%	-13%	-4%	9%	4%	7%
8	COc1ccc(OC)c(S(=O)(=O)Nc2c(C)cccc2C)c1	-6%[9.22 µM]	-62%[inhibitor]	5%	18%	10%	1%	-14%[46 µM]
9	COc1ccc(CCn2c(NN=C3CCCCC3)nc3c2c(=O)[nH]c(=O)n3C)cc1	-9%[9.22 µM]	10%[10 µM]	.	-5%	-21%	0%	.
10	CCO[C@@H]1OC(C(=O)O)=C[C@H](C2CC2)[C@H]1CCCO	5%[9.22 µM]	32%[10 µM]	.	16%	10%	7%	.
11	CCCn1nc(C(=O)Nc2ccc(S(=O)(=O)Nc3nccs3)cc2)c2ccccc2c1=O	-15%	-7%	-5%	2%	-6%	-10%	-4%
12	O=S(=O)(Nc1nc2ccccc2nc1NCC1CCCO1)c1ccccc1 (centres undefined)	-17%[9.22 µM]	16%[10 µM]	.	8%	10%	2%	.
13	COc1ccc(N2C(=O)C3CCCN3C2c2cccc(F)c2)cc1Cl (centres undefined)	4%	-11%	-6%	-3%	1%	-9%	5%
14	N/C(=N\OC(=O)c1cccs1)C1(c2ccc(Cl)cc2Cl)CC1	6%[9.22 µM]	3%[10 µM]	1%	1%	25%	3%	.
15	C/C(=N\NC(=O)C1CC1)c1ccc(NC(=O)c2ccc(Br)o2)cc1	15%[9.22 µM]	-57%[inhibitor][1.9 µM]	?	22%	-4%	-2%	.
16	Cc1cnccc1CNC(=O)CC1C(=O)NCCN1CC(C)(C)C (centres undefined)	11%[9.22 µM]	8%[10 µM]	2%	14%	2%	4%	2%[46 µM]
17	CC1=Nc2ccccc2/C1=C/c1c(N)n2c(S(=O)(=O)CC(C)C)nsc2nc1=O	8%	23%	-5%	-12%	-12%	-3%	5%[9.22 µM]
18	Cc1cccc(CN2CCN(C(=S)Nc3ccccc3)CC2)c1	36%[9.22 µM]	42%[10 µM]	1%	-6%	12%	2%	?
19	C/C(=C\C[Si](C)(C)C)CCC=O	.	27%	.	.	-3%	-2%	.
20	COC(=O)c1[nH]cnc1C(=O)c1ccccc1	3%	5%[0.074 µM]	1%	-1%	0%	0%	4%
21	CCN(CC)CCCOc1ccc(C)cc1Br	15%	10%	-5%	0%	-4%	-4%	24%
22	O=C(NCCN1CCOCC1)c1cc(-c2ccco2)on1	-3%	?	-3%	-4%	4%	0%	-13%
23	O=C(NCCCNc1ccc([N+](=O)[O-])cc1)C(F)(F)F	-9%	.	-4%	4%	0%	-1%	?
24	Nc1nnc(CSCc2ccccc2)s1	10%	0%[10 µM]	-5%	2%	0%	-11%	11%
25	CCn1ccnc1CN1CCCC(C(=O)c2ccc3cc(OC)ccc3c2)C1 (centres undefined)	-8%[9.22 µM]	-7%[10 µM]	?	12%	-13%	3%	-20%[46 µM]
26	COc1ccc(NC(=O)CSc2nncn2C)c([N+](=O)[O-])c1	14%	3%	-18%	10%	4%	1%	9%
27	NC(=O)NC(=O)CSc1nnc(-c2ccc(Cl)cc2)n1CC1CCCO1 (centres undefined)	-2%	-19%	-3%	1%	-9%	1%	6%[46 µM]
28	Cc1ccc(S(=O)(=O)N2CCC(=O)N(C(COCc3ccccc3)C(C)C)CC2)cc1 (centres undefined)	0%	.	-1%[15.4 µM]	-6%	11%	-6%	-1%
29	CC(=O)Cc1nsc(NC(=O)c2ccc(F)cc2)n1	-5%[9.22 µM]	-11%[10 µM]	14%	-1%	4%	-3%	.
30	CCOC(=O)c1c(NC(=O)CS(=O)(=O)c2cn(CC)c3ccccc23)sc2c1CCCCC2	-2%	.	-1%	-5%	3%[2.36 µM]	-4%	?

# Entries of single compounds, looked up by structure. Screens in order: HTT aggregate, HTT ATP protect, GAA inhib, GAA glycogen, CBFb RUNX1 block, GAA spleen mod, LMNA splice mod
# C/C(=N\NC(=O)C1CC1)c1ccc(NC(=O)c2ccc(Br)o2)cc1 is listed as 15%[9.22 µM], -57%[inhibitor][1.9 µM], ?, 22%, -4%, -2%, .
# Cc1cc(C)nc(-n2nc(C)cc2NC(=O)c2cccc(S(=O)(=O)N3CCOCC3)c2)n1 is listed as -3%, -22%, 0%, 6%, 1%, 5%, -2%
# O=S(=O)(Nc1nc2ccccc2nc1NCC1CCCO1)c1ccccc1 (centres undefined) is listed as -17%[9.22 µM], 16%[10 µM], ., 8%, 10%, 2%, .

# Limited to LMNA splice mod, GAA spleen mod and HTT ATP protect, for 3 of the compounds above:
no. | SMILES | LMNA splice mod | GAA spleen mod | HTT ATP protect
11 | CCCn1nc(C(=O)Nc2ccc(S(=O)(=O)Nc3nccs3)cc2)c2ccccc2c1=O | -4% | -10% | -7%
7 | COc1ccc2c(=O)c(-c3cnn(-c4ccccc4)c3)c(C)oc2c1 | 7% | 4% | -30%
3 | O/N=C\c1cccn1-c1nccs1 | ? | 1% | 17%[10 µM]

# Back to the main list, repeating the 6 entries before the break.
no.	Compound	HTT aggregate	HTT ATP protect	GAA inhib	GAA glycogen	CBFb RUNX1 block	GAA spleen mod	LMNA splice mod
25	CCn1ccnc1CN1CCCC(C(=O)c2ccc3cc(OC)ccc3c2)C1 (centres undefined)	-8%[9.22 µM]	-7%[10 µM]	?	12%	-13%	3%	-20%[46 µM]
26	COc1ccc(NC(=O)CSc2nncn2C)c([N+](=O)[O-])c1	14%	3%	-18%	10%	4%	1%	9%
27	NC(=O)NC(=O)CSc1nnc(-c2ccc(Cl)cc2)n1CC1CCCO1 (centres undefined)	-2%	-19%	-3%	1%	-9%	1%	6%[46 µM]
28	Cc1ccc(S(=O)(=O)N2CCC(=O)N(C(COCc3ccccc3)C(C)C)CC2)cc1 (centres undefined)	0%	.	-1%[15.4 µM]	-6%	11%	-6%	-1%
29	CC(=O)Cc1nsc(NC(=O)c2ccc(F)cc2)n1	-5%[9.22 µM]	-11%[10 µM]	14%	-1%	4%	-3%	.
30	CCOC(=O)c1c(NC(=O)CS(=O)(=O)c2cn(CC)c3ccccc23)sc2c1CCCCC2	-2%	.	-1%	-5%	3%[2.36 µM]	-4%	?
31	Cn1c(=O)c(Nc2ccc(O)cc2)c2c3c(cccc31)C(=O)c1ccccc1-2	1%	-18%[10 µM]	?	?	-3%	2%	-17%
32	COc1ccccc1-c1cc(C(F)(F)F)nc(NCc2ccco2)n1	-20%	0%	-4%	-5%	4%	-15%	13%
33	Cc1ccccc1NC(=O)CSc1ccsc1[N+](=O)[O-]	4%	-7%[10 µM]	5%	11%	?	-4%	?
34	O=S(=O)(c1ccccc1)N1CN(Cc2ccc(F)cc2)c2nc3ccccc3nc21	16%[9.22 µM]	-16%[10 µM]	.	-6%	4%	0%	.
35	COc1ccc(C2CC(c3ccc(C)cc3)Nc3nc(N)nn32)cc1 (centres undefined)	5%	3%	-1%	-2%	-5%	-28%	-2%
36	COc1cc(/C=N/n2nnnc2N)cc(OC)c1OC	3%[9.22 µM]	-1%[10 µM]	.	3%	-2%	3%	.
37	CCC(C)c1ccc(O)c(/C=N/O)c1 (centres undefined)	-9%	16%	-2%	0%	5%	-3%	3%
38	CC(O)Cc1cn(CC(=O)N2CCN(C(=O)OC(C)(C)C)CC2)nn1 (centres undefined)	19%[9.22 µM]	25%[10 µM]	.	9%	-3%	5%	.
39	COc1ccccc1C(c1nnnn1Cc1ccccc1)N1CCC(C(N)=O)CC1 (centres undefined)	-15%	-1%[1.9 µM]	-7%	8%	3%	2%	-13%
40	CCOC(=O)C(C(=O)c1ccccc1)[C@H](CCc1ccccc1)NC(=O)OC (some centres undefined)	.	13%	.	.	3%	-4%	.
41	Cc1ccc2nc3c(c(C(=O)OC4CCOC4=O)c2c1)CCCC3 (centres undefined)	8%	-20%	5%	0%	8%	10%	-20%[9.22 µM]
42	Cn1cccc1-c1cc(C(=O)N2CCc3c([nH]c4ccccc34)C2c2ccccn2)[nH]n1 (centres undefined)	18%[9.22 µM]	11%[10 µM]	-11%	5%	.	1%	.
43	O=C(NCc1cccnc1)c1cccnc1Sc1ccc(Cl)cc1	-5%	-36%	6%	1%	0%	-9%	17%
44	O=C(N(Cc1ccccc1)c1ccccn1)C12CC3CC(CC(C3)C1)C2	-23%	-18%	4%	-5%	10%	-8%	0%
45	COc1cc(Cl)cc(C2NC(=S)NC(c3ccccc3)=C2C(C)=O)c1OCC(=O)O (centres undefined)	9%[9.22 µM]	-21%[10 µM]	.	-10%	5%	-1%	.
46	CCn1c(C(=O)N2CCCC(C(=O)NCCCc3ccccc3)C2)cc2sccc21 (centres undefined)	?	4%[10 µM]	0%	-4%	-5%	-8%	?
47	C=CCNC(=O)/C(=C\c1ccc([N+](=O)[O-])cc1)NC(C)=O	12%	5%	2%	1%	-4%	-6%	6%
48	COc1ccc(C(=O)N/N=C/C(Br)=C/c2ccccc2)cc1	2%	?	8%	-3%	-1%	-4%	-32%
49	COC(=O)C1=C(O)/C(=C\c2ccc(CNC(=O)C(=O)Nc3ccc(C)cc3)o2)N=C1C	-11%	6%	-13%	?	-2%	-6%	15%
50	CCOC(=O)c1c(C)n(C)c2ccc(OC)c(NC(=O)CN3CCCCC3)c12	-5%	.	1%	-5%	-2%	-4%	-4%

# Screening data (PubChem BioAssay)

# Rows were taken by chance (roughly 1.5% active in at least one column).
